UBC9 SUMO inh – blocks human SUMOylation mediated by UBC9; HTRF SUMOylation assay, SAE1/SAE2 + UBC9, in vitro; 0.36% of 290,000 active; AID 2006; inhibition, % at 35 µM; P63279; in the data active means inhibition above about 50%, passing the limit was not always enough; further: strong numbers were not always called active
Target sequence (P63279 whole entry, looked up): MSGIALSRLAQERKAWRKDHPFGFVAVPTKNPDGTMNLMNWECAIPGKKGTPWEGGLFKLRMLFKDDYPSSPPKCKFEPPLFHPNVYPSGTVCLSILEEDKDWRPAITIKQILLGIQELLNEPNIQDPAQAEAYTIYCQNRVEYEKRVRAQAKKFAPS
IMP-1 inh – blocks Pseudomonas aeruginosa IMP-1 metallo-beta-lactamase; purified IMP-1, nitrocefin hydrolysis, epi-absorbance fluorescence; inhibition, % at 5.6 µM; 0.45% of 290,000 active; AID 1556;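 active means inhibition above the mean plus 3 SD of all compounds in the same screening run, cut at about 4.5% in these data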;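 further: 0% = IMP-1 with DMSO and 100% = DMSO wells lacking enzyme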
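System – purified recombinant IMP-1 beta-lactamase · Input – IMP-1 dispensed at 0.2 nM · Timing – 15 min preincubation plus 25 min reaction at 25 °C · Signal – Epi-absorbance fluorescence, 480 nm excitation, 530 nm emission · Measure – percent IMP-1 inhibition derived from blank-referenced optical density · Controls – Enzyme-plus-DMSO low control, enzyme-free DMSO high control · Replication – singlicate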
MEKK2 mut-MEK5 – signal of MEK5 binding to mutant human MEKK2 PB1 domain; bead flow cytometry, Alexa488-MEK5 binding to MEKK2 mutant; percent response, % at 10 µM; AID 1530; 0.35% of 290,000 active; in the data active means percent response above about 24%, passing the limit was not always enough; further: inactives centre near 1; some results filed as inactive read as strong as hits
NS3 helicase inh – blocks Hepatitis C virus NS3 helicase unwinding | inhibition, % at 10.9 µM | 0.56% of 290,000 active | NS3 helicase DNA unwinding, Cy5 molecular beacon fluorescence | AID 1800;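 active means inhibition above the mean of all tested compounds plus 3 SD, set per campaign, cut at about 35% in these data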;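 further: 0% = DMSO wells and 100% = thioflavine S control wells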
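System: Hepatitis C virus NS3 helicase domain fragment enzyme | Reagent: Annealed dual-labelled DNA beacon duplex, ATP-started | Compound dosing: 10.9 µM single point, 0.8% DMSO | Incubation: 1 h reaction at 25 °C, ATP-initiated | Technique: Cy5 fluorescence | Evaluation: Percent inhibition from t60/t0 fluorescence ratio | Benchmarks: Low DMSO, high thioflavine S at 110 µM | Replication: Singlicate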
M18AAP inhibitor – PfM18AAP enzyme inhibition; recombinant PfM18AAP, H-Glu-NHMec fluorogenic cleavage; inhibition, % at 7.35 µM; 1.2% of 290,000 active;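 active means inhibition above the campaign mean inhibition over all tested compounds plus 3 SD, cut at about 28% in these data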;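 further: 0% = plate median of test compound wells and 100% = 2 mM ZnCl2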
DNA FID counter – fluorescent intercalator displacement, NS3 helicase counter-screen | DNA fluorescent intercalator displacement, fluorescence | inhibition, % at 7.9 µM | 0.17% of 290,000 active | AID 1845; in the data active means inhibition above about 37%;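 further: 0% = vehicle and 100% = reference compound; higher means more ethidium bromide displaced from hairpin DNA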
MEKK2 WT-MEK5 – raises or lowers MEK5 binding to wildtype human MEKK2 PB1 domain. bead flow cytometry, Alexa488-MEK5 binding to MEKK2 WT; actives lie on both sides. 1.1% of 290,000 active. AID 1531. binding response (% of control), % at 10 µM; in the data active means binding response below about 67% or above about 130%
NALP1 yeast inh – inhibitors of NALP1 inflammasome in yeast; inhibition, % at 10 µM; AID 2071; S. cerevisiae NALP1/ASC/caspase-1 growth, X-gal OD620, 72 h; 0.61% of 280,000 active; in the data active means inhibition mostly above about 24%, no sharp cut-off; inactive means mostly below about 32%; further: some compounds called inactive have numbers as strong as hits
VIM-2 inh – blocks Pseudomonas aeruginosa VIM-2 metallo-beta-lactamase | 0.89% of 290,000 active | purified VIM-2, nitrocefin hydrolysis, epi-absorbance fluorescence | AID 1527 | inhibition, % at 5.6 µM;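 active means inhibition above the mean of all tested compounds plus 3 SD, cutoff set per screening run, cut at about 7.5% in these data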;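 further: red hydrolysis product quenches plate fluorescence so inhibitors raise well fluorescence; 0% = enzyme with DMSO and 100% = DMSO without enzyme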
* = called active by the depositor; · = not tested or not shown.

compound,UBC9 SUMO inh,IMP-1 inh,MEKK2 mut-MEK5,NS3 helicase inh,M18AAP inhibitor,DNA FID counter,MEKK2 WT-MEK5,NALP1 yeast inh,VIM-2 inh
COc1ccc(-c2noc(CNC(=O)c3ccc4c(c3)OCO4)n2)cc1,15.5,-1.8,-4.0,-8.5,-9.5,-11.3,97.0,1.7,0.2
Cc1cc(C(=O)NC2CCCc3c2cnn3-c2ccc(C(C)(C)C)cc2)nn1C (stereo not drawn),-6.1,-5.1,4.0,-4.0,-3.3,-41.7,106.0,1.6,-0.4
CCC[C@@H]1C[C@@H](C(=O)N[C@H]([C@@H](C)O)[C@H]2O[C@H](SC)[C@H](O)[C@@H](O)C2O)N(C)C1 (stereo partly drawn),3.0,0.2,-4.0,1.6,1.1,-2.9,97.0,20.6,-2.1
CCCN1Cc2cccc(C(=O)NCc3ccccc3OC)c2C1=O,-14.2,-3.0,2.0,-9.0,1.6,-22.2,103.0,5.4,-2.6
Cc1ccc(C(=O)NC2CCS(=O)(=O)C2)cc1S(=O)(=O)N1CCCCCC1 (stereo not drawn),2.3,-0.8,0.0,-5.2,-14.7,-12.6,97.0,-4.9,-0.1
CN(C)c1ccc(/C=[N+](\[O-])C2N(c3ccccc3)C(=S)SC2(C)C)cc1 (stereo not drawn),2.6,-2.3,-1.0,8.9,-5.5,-3.9,89.0,25.8,-1.8
CC(C)n1cc(/C=C2/NC(=O)NC2=O)c2ccccc21,11.9,-1.4,-7.0,4.1,5.2,-4.1,92.0,4.9,-0.6
CS(=O)(=O)c1nc(S(=O)(=O)c2ccc(Cl)cc2)c(N2CCC(O)CC2)s1,4.4,-1.0,2.0,14.0,7.5,-20.4,100.0,-1.4,-2.1

Grouped by structure: those above containing two or more sulfur atoms.
compound,UBC9 SUMO inh,IMP-1 inh,MEKK2 mut-MEK5,NS3 helicase inh,M18AAP inhibitor,DNA FID counter,MEKK2 WT-MEK5,NALP1 yeast inh,VIM-2 inh
Cc1ccc(C(=O)NC2CCS(=O)(=O)C2)cc1S(=O)(=O)N1CCCCCC1 (stereo not drawn),2.3,-0.8,0.0,-5.2,-14.7,-12.6,97.0,-4.9,-0.1
CN(C)c1ccc(/C=[N+](\[O-])C2N(c3ccccc3)C(=S)SC2(C)C)cc1 (stereo not drawn),2.6,-2.3,-1.0,8.9,-5.5,-3.9,89.0,25.8,-1.8
CS(=O)(=O)c1nc(S(=O)(=O)c2ccc(Cl)cc2)c(N2CCC(O)CC2)s1,4.4,-1.0,2.0,14.0,7.5,-20.4,100.0,-1.4,-2.1

(listing goes on)
compound,UBC9 SUMO inh,IMP-1 inh,MEKK2 mut-MEK5,NS3 helicase inh,M18AAP inhibitor,DNA FID counter,MEKK2 WT-MEK5,NALP1 yeast inh,VIM-2 inh
C=CCn1c(COc2ccc(Cl)cc2)nnc1SCC(=O)Nc1ccc(S(N)(=O)=O)cc1,5.9,-4.1,-4.0,-7.8,-1.2,-10.5,98.0,29.5,-4.8
O=C(O)CCCC(=O)N1CCN(c2nc(-c3ccccc3)c3ccccc3n2)CC1,30.2,-3.7,7.0,16.9,-5.6,-53.4,93.0,5.6,2.3
O=C(Cc1ccc(-c2ccccc2)cc1)OCC(=O)N1CCCC1=O,20.1,-3.3,-5.0,-3.0,-14.1,-18.0,105.0,8.5,-3.1
O=c1cc(CN2CCN(Cc3ccccc3)CC2)c2ccc(O)c(O)c2o1,4.3,-5.1,4.0,-6.8,48.2*,-5.8,98.0,2.5,-2.9
CCCCNC(=O)c1onc(CSc2ccc(F)cc2)c1C(=O)NCCCC,-25.1,·,2.0,·,·,·,91.0,12.4,·
Nc1nc(-c2cccc(Br)c2)cs1,-0.7,-4.3,4.0,0.3,6.8,0.3,108.0,25.4,-3.5
c1cnc2ccc(C(c3nnnn3C3CCCCC3)N3CCN4CCCC4C3)cc2c1 (stereo not drawn),-3.9,-2.5,0.0,-5.2,7.5,13.6,105.0,14.4,-1.6
Cc1nccc(-c2sc(-c3cccs3)nc2C)n1,26.3,-2.7,-3.0,-11.9,2.8,-13.4,101.0,·,-2.3
O=C(/C=C/c1ccco1)NCC1CCCO1 (stereo not drawn),-3.6,-2.5,·,7.7,-7.7,-15.6,·,17.7,-1.5
COc1ccc2[nH]c3c(c2c1)CCN1C(=O)N([C@@H](C)C(=O)NC2CCN(Cc4ccccc4)CC2)C(=O)[C@]31C,10.3,-3.7,15.0,-76.7,-1.2,13.8,129.0,13.1,-2.2
O=C(NC1CCCc2ccccc21)C1CCN(S(=O)(=O)c2ccccc2)CC1 (stereo not drawn),11.6,-2.2,-1.0,11.3,-3.2,-10.8,94.0,28.3,-2.6
O=c1[nH]c2cc3c(cc2cc1C(c1nnnn1Cc1ccccc1)N1CCN2CCCC2C1)OCCO3 (stereo not drawn),8.6,-3.6,6.0,-22.1,-0.8,13.5,103.0,29.3*,-1.6
COc1cc([N+](=O)[O-])c(N2CCOCC2)c([N+](=O)[O-])c1OC,-1.2,-2.4,-5.0,-1.0,1.8,7.7,97.0,41.5*,-2.7
CCCn1c(SCC(=O)Nc2cc(Cl)ccc2Cl)n[nH]c1=O,25.2,-3.3,0.0,5.8,1.1,-7.1,99.0,-0.5,-2.2
CC1CCc2nn(CC(=O)Nc3ccc(F)cc3F)cc2C1 (stereo not drawn),-4.4,0.1,1.0,-12.1,-2.1,-5.2,100.0,27.3,-4.7
Cc1nc(N2N=C(c3ccc(Cl)cc3)CC2c2ccco2)sc1C(=O)N(C)C (stereo not drawn),32.9,-4.8,-1.0,6.3,10.3,-28.3,105.0,-13.2,3.7
NS(=O)(=O)c1cccc(NC(=O)CC2(CC(=O)O)CCCC2)c1,1.7,-0.3,-9.0,2.7,0.3,-1.5,91.0,27.2,-3.1
O=C(NCc1ccco1)c1cnn2c(C(F)(F)F)cc(-c3cccs3)nc12,41.0,-3.0,11.0,20.1,13.0,2.9,108.0,-4.4,9.3*
COC(=O)c1nc(-c2ccc(C)cc2)oc1N(C)C,20.7,-0.9,-4.0,-1.0,-5.3,-10.8,95.0,16.5,4.1
CC(C)n1nc(C(=O)NCCCN2CCCC2=O)c2ccccc2c1=O,8.3,-2.0,3.0,2.6,-11.0,-10.6,105.0,0.1,-2.5
COc1ccccc1C(=O)Nc1ccc2c(c1)nc1n2CCN(C2CCCCC2)C1,7.6,-2.6,12.0,-68.8,-4.5,3.3,-12.0*,14.1,-0.8
CCOc1ccccc1C(=O)N1CCN=C1SC,-6.6,-1.5,2.0,2.2,-1.5,1.5,106.0,-3.2,-3.2
CC(C)(C)N(Cc1ccccc1)C(=O)c1cc2ccccc2o1,-6.2,-4.8,2.0,-3.8,5.4,-31.9,92.0,-12.6,-3.4
CCn1nnc(-c2ccccc2NS(=O)(=O)c2ccc(C(=O)OC)cc2)n1,15.6,-2.8,-9.0,-7.4,0.8,-13.4,90.0,17.8,-1.2
Cc1c(-c2cc(C(=O)O)c3ccccc3n2)cnn1C,12.8,-2.4,-1.0,-6.3,6.3,-6.4,93.0,-29.8,-0.5
CC1(C)OCC(C2CC(c3ccccc3)NS(=O)(=O)O2)O1 (stereo not drawn),4.4,2.0,-7.0,13.1,-12.8,-6.4,96.0,14.1,1.4
Nc1[nH]n2c(=O)cc(-c3ccccc3)nc2c1N=Nc1ccc(S(N)(=O)=O)cc1,4.6,-6.0,-10.0,1.6,9.6,3.3,93.0,-21.4,-5.0
CCCCN1C(=S)NC[C@@H]1Cc1ccc(O)cc1,1.8,·,4.0,·,·,·,101.0,-8.5,·
CCOCCCNC(=O)CN1C(=O)COc2ccc(S(=O)(=O)N3CC(C)CC(C)C3)cc21 (stereo not drawn),1.1,-2.2,4.0,0.9,3.0,-41.8,115.0,-5.5,-2.5
CN(C)CCOCCOc1ccc(Cl)cc1Br,7.8,-1.2,2.0,6.9,-8.5,21.4,107.0,18.3,-1.4
Cc1ccccc1NC(=O)N1CCCN(c2ccc(C#N)cn2)CC1,17.9,-1.9,5.0,-0.9,1.8,-4.8,107.0,-12.7,0.7
CCCOc1ccc(CNC(=S)NCc2ccc(OC(C)C)cc2)cc1,-5.0,-5.4,0.0,-23.7,-0.2,-15.5,114.0,-5.3,-5.9
CCOc1ccc(N2C(=O)CC(SC(=NC)Nc3cccc(F)c3)C2=O)cc1 (stereo not drawn),1.8,-1.7,-4.0,-10.2,1.6,-8.5,99.0,16.8,-2.3
COc1ccc(Nc2nc(C)cc(=O)[nH]2)cc1,0.4,-2.2,5.0,-1.4,-5.8,-6.6,118.0,-14.1,-2.6
CCCOc1ccc(N2CC(C(=O)NCCc3ccc(OC)c(OC)c3)CC2=O)cc1 (stereo not drawn),-1.3,-1.2,-1.0,-7.1,-1.9,-29.8,96.0,11.7,-0.9
CC(=O)C1=C(c2ccccc2)NC(=O)NC1c1ccc2c(c1)OCO2 (stereo not drawn),3.6,-2.6,0.0,-3.1,2.0,-9.0,103.0,16.4,-1.5
Cc1c(NC(=O)c2ccccc2N)cccc1C(=O)O,23.5,-3.2,0.0,9.3,-6.3,3.9,98.0,21.3,-3.5
COCCn1c(SCC(=O)Nc2cccc(NC(C)=O)c2)nc2c([nH]c3ccccc32)c1=O,12.1,0.7,1.0,-9.5,-5.7,-28.8,100.0,16.5,-0.5
Cc1c(C(=O)Nc2c(F)cccc2F)sc2ncn(CC(=O)N3CCCCC3)c(=O)c12,2.9,-2.2,-3.0,0.6,0.1,-30.1,101.0,3.8,-4.9
NS(=O)(=O)c1ccc(N/N=C/c2cn(-c3ccccc3)nc2-c2cccs2)c([N+](=O)[O-])c1,42.0,-1.0,-4.0,-1.5,-2.5,0.9,85.0,-14.5,-2.2
Cc1ccccc1NC(=O)CCN1C(=O)c2ccccc2C1=O,16.7,-3.4,2.0,5.6,-17.0,-1.3,103.0,·,-0.3
